G6PDH CS – inhibits Leuconostoc G6PDH, flagging false hits in G6PDH-based assays | Purified L. mesenteroides G6PDH, diaphorase/resazurin coupled fluorescence, 45 min | inhibition, % at 5 µM | hit rate 0.12% among 200,000 | AID 1020; in the data active = inhibition above about 50%
FLuc stim CS – firefly luciferase counter-screen for stimulation assays | ATPlite luciferase biochemical, luminescence, 10 min; 0 = ATP-free wells, 1 = DMSO control | activation factor at 10 µM | 200,000 tested, under 10 active | AID 1027;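 active = luciferase activation factor, scaled between plate controls, of at least 2 with compound at 10 µM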
Target sequence (P08659 whole entry, looked up): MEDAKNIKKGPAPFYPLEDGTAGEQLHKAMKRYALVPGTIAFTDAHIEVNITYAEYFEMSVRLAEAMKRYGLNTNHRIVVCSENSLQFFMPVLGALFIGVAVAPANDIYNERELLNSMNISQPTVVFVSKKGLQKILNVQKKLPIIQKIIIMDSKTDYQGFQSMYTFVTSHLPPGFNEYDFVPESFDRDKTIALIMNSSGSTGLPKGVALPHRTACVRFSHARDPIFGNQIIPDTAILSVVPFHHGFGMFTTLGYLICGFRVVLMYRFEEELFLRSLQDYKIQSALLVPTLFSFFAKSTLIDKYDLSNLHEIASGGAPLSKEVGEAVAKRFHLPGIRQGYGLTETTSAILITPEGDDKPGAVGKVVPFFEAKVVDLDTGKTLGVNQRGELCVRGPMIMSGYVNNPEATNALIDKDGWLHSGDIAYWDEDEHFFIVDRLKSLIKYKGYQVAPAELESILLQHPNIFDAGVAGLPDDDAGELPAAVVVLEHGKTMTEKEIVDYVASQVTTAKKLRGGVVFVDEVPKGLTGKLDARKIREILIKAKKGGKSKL
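System: Luciferase/luciferin detection reagent, cell-free biochemical luciferase assay | Medium: PBS buffer for ATP | Dosing: Test compounds dosed from 2 mM stocks in 100% DMSO | Timing: 10 min at ambient temperature | Signal: Luminescence measurement of luciferase light output | Evaluation: Luciferase activation, seen as luminescence increase over controls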
Hsp70 activator – transcriptional activators of Hsp70. HeLa Hsp70 promoter luciferase reporter, luminescence; scaled: vehicle 0, proteasome-inhibitor control 100%. activation, % at 10 µM. AID 1203. hit rate 0.04% among 200,000;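 active = activation above the mean across all tested compounds plus 3 SD, cutoff set per campaign, cut at about 5.5% in these data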;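 note: 100% = MG132 at 30 µM as the positive control and 0% = DMSO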
NF-kB neuron act – NF-kB expression increase, human neuronal cells | NF-kB reporter expression; hits give high values | fold change at 12.5 µM | hit rate 1.6% among 190,000 | AID 1239; in the data active = fold change above about 3.3
Efa HMGR inh – blocks class II HMG-CoA reductase of Enterococcus faecalis; inhibition, % at 10 µM; hit rate 0.41% among 190,000; AID 1066; purified E. faecalis HMGR, NADPH absorbance 340 nm kinetic;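 active = inhibition above a set limit, the median over all tested compounds plus 3 SD, cut at about 9.5% in these data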;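 note: enzyme runs in reverse so mevalonate oxidation gives rising NADPH absorbance; 0% = complete reaction with DMSO and 100% = background rate lacking mevalonate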
DTT redox prof – compounds producing H2O2 with reducing agent – biochemical, NIH compound library profiling, artefact control for MLSCN library redox annotation, primary screen | activation, % at 10 µM | DTT-dependent redox cycling H2O2, phenol red/HRP absorbance; 100% = 100 µM peroxide control, 0% = buffer | hit rate 0.03% among 200,000;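 active = activation of at least 50% relative to the plate's high and low controls in the primary single-dose screen; inactive = activation below 50%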;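 note: compound incubated with DTT at 0.8 mM final as the reducing agent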
APP 5'UTR act – activates APP 5'UTR luciferase reporter; AID 1276; SH-SY5Y APP 5'UTR luciferase reporter, luminescence; zero percent = DMSO vehicle wells; hit rate 1% among 190,000; activation, % at 2 µM;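 active = activation above a set limit, based on mean plus 3 SD of controls, cut at about 140% in these data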; note: values of inactives mirror those of a sister screen read the other way
FLuc inh counter – Photinus pyralis luciferase inhibition counter-screen | P08659 | ATPLite firefly luciferase biochemical luminescence, 10 min | inhibition, % at 10 µM | hit rate 1.5% among 200,000;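 active = inhibition above about 50% when tested at 10 µM, limit read from the data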
APP transl inh – APP translation inhibition; SH-SY5Y APP 5'UTR-luciferase reporter, luminescence; inhibition, % at 2 µM; hit rate 0.82% among 190,000; AID 1285;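 active = inhibition above a set limit, derived from the sample mean plus 3 SD, cut at about 45% in these data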; note: values of inactives mirror those of a sister screen read the other way
STAT1 act – increases IFN-gamma driven STAT1 reporter signal; NIH 3T3 STAT1-luciferase reporter, luminescence; 100% = IFN-gamma alone, no compound; activation (% of control), % at 5.5 µM; hit rate 2.6% among 200,000; AID 932;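 active = activation above the screen-wide mean activation plus 3 SD, cut at about 130% in these data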;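 note: raw ratio to IFN-gamma control signal so 100% means no change and 0% no light; values of inactives mirror those of a sister screen read the other way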
* marks the source's active call; other numbers are inactive results; · = no result given.

SMILES	G6PDH CS	FLuc stim CS	Hsp70 activator	NF-kB neuron act	Efa HMGR inh	DTT redox prof	APP 5'UTR act	FLuc inh counter	APP transl inh	STAT1 act
COc1ccc(OC)c(NC(=O)CCNS(=O)(=O)c2cccs2)c1	2	1.1	-0.3	0.98	0	2.2	28	-6	-28	104
CN(C)c1cc(N/N=C/c2ccc(Cl)cc2)nc(N(C)C)n1	43	1	-0.2	1.2	-7	-0.1	15	-1	-15	94
C=CCSc1nnc2c(n1)OC=Nc1ccccc1-2	2	1	-0.3	1.5	-5	1.3	10	-2	-10	95
O=[n+]1c2c(n([O-])c3cc(F)c(N4CCCC4)cc31)CCC2	·	·	-0.3	·	·	1.0	-4	·	4	101
CSc1ccc(-c2c(C#N)c(N)nc3c2c(C)nn3-c2ccccc2)cc1	3	1	0.0	1.2	2	-0.1	-11	-2	11	91
O=C(COC(=O)C1CCC(=O)N1)Nc1ccc(Cl)cc1Cl (stereo unspecified)	0	1	-0.3	1.1	-4	0.4	-4	-3	4	105
Cc1ccc(N=N/C(=C\O)C(=O)c2ccc(Cl)cc2)cc1	6	1	0.7	1.1	7	-0.6	-8	-2	8	114
Cc1cc(C)c(S(=O)(=O)C(C)C)c(=O)[nH]1	3	1.1	0.1	1.3	-7	-0.9	11	-7	-11	102
CCOC(=O)c1ccc(Nc2nc(=O)c3cccnc3s2)cc1	3	1	0.3	4.1*	-2	-5.2	19	1	-19	112
CCOCCCNC(=O)C(c1ccccc1)N(Cc1cccs1)C(=O)CNC(=O)c1ccccc1 (stereo unspecified)	26	1	0.0	0.36	-2	0.1	9	-3	-9	104
COc1ccc(-c2cnnc(N/N=C/c3c(C)nn(-c4ccccc4)c3Cl)n2)cc1	2	1	-0.4	0.97	-1	0.1	-62	2	62*	101
COc1cccc(OCCSc2nc(C)c(Cc3ccccc3)c(=O)[nH]2)c1	3	1.1	0.2	1.2	-8	-0.1	-27	-8	27	104
Cc1ccc(-n2nnc3c(SCC(=O)NCC4CCCO4)ncnc32)cc1 (stereo unspecified)	-21	0.4	-0.5	1.2	-1	-0.5	-8	55*	8	105
Cc1nn(-c2cccc(Cl)c2)c2nc(-c3ccco3)cc(C(=O)O)c12	7	1.1	-0.4	1.3	-3	0.5	-4	-10	4	103
COC(=O)c1ccc(C(=O)OC)c(NC(=O)CN2CCN(c3ccccc3OC)CC2)c1	-57	1.1	-0.4	1.2	-4	-0.4	21	-8	-21	97
CCc1c(C(=O)N2CCOCC2)csc1C	5	1.1	0.4	0.88	1	0.9	41	-5	-41	97
O=C1CCCN1CCCN1C(=O)N[C@@H](Cc2ccccc2)C1=O	-1	1.1	0.3	0.86	-1	1.2	9	-6	-9	95
CON/C=C(\C=Nc1ccccc1)c1ncc(C(F)(F)F)cc1Cl	9	1	-0.3	1.1	1	-3.7	11	-2	-11	104
CCOC(=O)C(=O)Nc1ccccc1C(=O)Nc1ccc(OC)cc1	-4	1	-0.5	1.1	-3	0.7	1	-3	-1	102
CCCCC(=O)Nc1ccc(C(=O)N(CC)c2ccccc2C)cc1	6	1.1	-0.2	1	0	-0.4	-2	-7	2	96
CC1=CC(C)(C)N(C)C(=O)N1c1ccc(Cl)cc1	1	1	-0.3	1	-6	0.8	3	-2	-3	109
O=C1CCc2cc(S(=O)(=O)N3CCCC3C(=O)NC3CCCCCCC3)ccc2N1 (stereo unspecified)	2	1	-0.4	1	-3	-3.2	14	-5	-14	99
Nc1[nH]n(-c2ccccc2)c(=O)c1N=Nc1ccc2c(c1)OCCO2	-4	0.2	-0.2	1.2	-5	-1.5	167*	76*	-167	120
O=C(O)CSC(C(=O)Nc1ccc(C(F)(F)F)cc1)c1ccccc1 (stereo unspecified)	2	1	0.2	1.1	1	1.8	5	0	-5	102
CCOC(=O)C(CC)(CC)/C(C)=N/NC(=O)CC#N	7	1.1	0.0	1.1	-9	-1.6	-11	-6	11	95
COc1ccc(NC(=O)C(CC(C)C)NC(=O)C2CCCCC2)c(OC)c1 (stereo unspecified)	-4	1	0.1	0.99	-5	-0.3	-3	1	3	100
CC(C)OC(=O)C[N+](C)(C)CCN1C(=O)C2C(c3ccccc3)C=CC(c3ccccc3)C2C1=O (stereo unspecified)	2	1.1	0.4	1.2	-7	-2.4	-3	-5	3	103
NC(=O)[C@@H]1CCCNc2c(I)cc([N+](=O)[O-])cc2C(=O)N[C@@H](CCCN=C(N)N)C(=O)N[C@@H](CCCN=C(N)N)C(=O)N1	3	1	0.0	1.1	-6	0.6	-14	2	14	100
O=C(CCCNS(=O)(=O)c1cccc2nsnc12)N1CCCCC1	5	1	-0.3	1.1	-3	0.0	-6	-1	6	99
COc1ccc(/C(C)=N/NC(=O)c2ccc(CSc3nncn3C)cc2)cc1	-6	1	-0.2	1.1	-4	0.5	-17	3	17	101
Cc1ccccc1-c1nc(Cc2ccccc2)no1	-15	1	-0.1	2.4	0	0.7	30	3	-30	140*
O=C(CSc1nnc(-c2ccccn2)n1Cc1ccco1)c1ccc(Cl)cc1	2	1.1	-0.3	1.1	-1	-0.1	3	-8	-3	101
CCN1C(=O)/C(=C2\SC(=S)N(CCCOC)C2=O)c2ccccc21	14	1	0.0	0.96	-1	2.3	-1	4	0	99
O=C(N/N=C/c1c[nH]c2ccccc12)C1CC1(c1ccccc1)c1ccccc1 (stereo unspecified)	-30	1	-0.4	0.83	0	0.2	-6	-4	6	97
O=C1N=C(N2CCN(c3ccccc3)CC2)SC1Cc1ccccc1 (stereo unspecified)	-8	1	-0.2	0.92	4	0.3	6	2	-6	102
CC(=O)Nc1ccc(C(=O)OCC(=O)NC(=O)NC(C)(C)C)cc1	1	1.1	0.0	1	-13	0.1	-17	-9	18	109
COc1ccc(OC)c(NC(=O)C2CCC(CNc3c(N4CCC(C)CC4)c(=O)c3=O)CC2)c1 (stereo unspecified)	1	1.1	0.3	0.82	-8	-0.3	9	-9	-9	112
CC(C)[C@H](NC(=O)c1ccccc1)C(=O)OCC(=O)c1ccc2c(c1)NC(=O)CO2	9	1	-0.1	1.2	-4	-0.1	·	0	·	97
NS(=O)(=O)c1ccc(NC(=S)NCc2ccc(F)cc2)cc1	7	1	0.0	1.1	1	-0.5	0	-4	0	96
CCOC(=O)CC(=O)Nc1ccc(C(=O)OCC)cc1	-11	1	-0.4	1	-3	0.2	-2	-1	2	107

Arranged by the number under Hsp70 activator (ascending): some entries from above.
Molecule	G6PDH CS	Hsp70 activator	NF-kB neuron act	Efa HMGR inh	DTT redox prof	APP 5'UTR act	APP transl inh	STAT1 act
COC(=O)c1ccc(C(=O)OC)c(NC(=O)CN2CCN(c3ccccc3OC)CC2)c1	-57	-0.4	1.2	-4	-0.4	21	-21	97
CC(C)[C@H](NC(=O)c1ccccc1)C(=O)OCC(=O)c1ccc2c(c1)NC(=O)CO2	9	-0.1	1.2	-4	-0.1	·	·	97
COc1ccc(OC)c(NC(=O)C2CCC(CNc3c(N4CCC(C)CC4)c(=O)c3=O)CC2)c1 (stereo unspecified)	1	0.3	0.82	-8	-0.3	9	-9	112

Further results
SMILES	G6PDH CS	FLuc stim CS	Hsp70 activator	NF-kB neuron act	Efa HMGR inh	DTT redox prof	APP 5'UTR act	FLuc inh counter	APP transl inh	STAT1 act
CC(=O)Nc1nc2c(ncn2COCCOC(C)=O)c(=O)[nH]1	-10	1.1	-0.2	1.2	-13	0.2	15	-6	-15	99
CSc1nc(-c2ccccc2)c2cc(Cl)ccc2n1	-15	1.1	-0.2	1.8	-5	0.0	13	-6	-13	96
COc1ccccc1CN1C[C@@H]2C[C@@H](C3=Cc4cccc(OC)c4OC3)N3CCC[C@@]23C1=O	13	1.1	0.1	0.79	-2	0.5	-4	-6	4	94
CC(=O)/C(=N\Nc1ccccc1)Sc1nncn1C	-3	1.1	0.1	1.2	-3	-0.6	-11	-8	11	95
COc1cccc(C(=O)NNC(=O)CCc2ccccc2)c1	8	1	-0.5	1.2	-6	-0.7	16	-2	-16	104
O=C(NC(=S)Nc1cccc(CO)c1)c1ccc(-c2ccccc2)cc1	-8	0.9	-0.5	1.1	-5	-0.1	40	6	-40	116
O=C1OC(N2CCN(C(=O)c3ccco3)CC2)c2ccccc21 (stereo unspecified)	3	1	-0.6	0.97	-4	2.2	2	-4	-2	102
CCOc1ccc(-c2nn3c(-c4ccccc4)nnc3s2)cc1	-31	1	-0.4	1.3	-3	0.8	0	0	0	102
CC(C)(O)C#Cc1ccc(C(=O)NC(CCCNC(N)=O)C(=O)O)s1 (stereo unspecified)	-2	1	-0.1	1.1	0	-1.4	13	-4	-12	104
COC1CCCCC1NS(=O)(=O)c1ccc(Cl)cc1 (stereo unspecified)	-2	1	-0.1	0.84	0	-2.0	·	0	·	90
COc1ccc(NC(=O)Nc2ccccc2C(N)=O)cc1	8	0.2	0.8	1.1	-1	-0.4	-10	84*	10	114
C/C(=N\NC(=O)CC#N)C1COc2ccccc2O1 (stereo unspecified)	3	1.1	0.5	1.1	-1	-0.2	6	-6	-6	96
Cc1cccc(OCC(=O)N/N=C/c2ccccc2C(=O)O)c1	12	1	0.3	1	0	0.2	2	2	-2	103
Cc1sc(NC(=O)CCC(=O)O)c(C#N)c1C	4	1	-0.2	1.1	7	0.7	-9	-5	9	103
COc1ccc2nc(SC)c(C#N)cc2c1	22	1	0.6	1	-8	0.4	0	0	0	110
COCCN1CCc2c(C)nc3c(-c4ccc(OC)c(OC)c4)cnn3c21	-1	1	0.0	1.4	0	-0.9	19	3	-19	119
Cn1nc(C(F)(F)F)cc1C(=O)NC1CCCCCC1	7	1.1	0.1	1.2	-6	19	18	-7	-18	100
COc1ccc(-c2noc(-c3ccco3)n2)cc1OC	5	0.7	0.4	5.7*	-1	3.0	124	32	-124	152*
O=C(Nc1ccccc1Cl)C1CCN(Cc2cnn(-c3ccccc3)c2-n2cccc2)CC1	10	1	-0.4	0.82	-2	0.1	·	-2	·	96
c1coc(Cn2nnnc2CN2CCN(C3CCCCC3)CC2)c1	6	1	-0.1	1.1	-1	-1.9	3	-3	-4	100
CSC1=N/C(=C\c2cccnc2)C(=O)N1c1ccccc1	8	0.6	-0.3	1.5	2	0.5	5	36	-5	103
CC1(C)CC(=O)C2=C(C1)Oc1ncn(CCCO)c(=N)c1C2c1ccccc1 (stereo unspecified)	0	1.1	-0.1	1.2	-11	-0.2	9	-8	-9	106
CN1C(=O)C(=C2CCCCCC2)SC1=S	2	1	-0.1	1.1	-2	-1.3	-14	-4	14	99
CC(C)CC1CC(C)(c2csc(NNC(=O)c3ccccc3)n2)OC1=O (stereo unspecified)	-3	1	-0.1	1.4	1	-0.9	23	-4	-23	96
O=C(/C=C/c1cccc(F)c1)N1CCc2ccccc21	11	0.4	0.1	0.98	-2	-0.1	200*	62*	-200	199*
O=C(COc1ccc(Cl)cc1Cl)NC(=O)N1CCOCC1	-1	0.8	0.4	2.1	2	0.1	-9	20	9	125
CC(C)(C)C(=O)Nc1nc2c(s1)CN(Cc1ccccc1)CC2	1	0.9	0.5	3	-5	0.0	12	6	-12	126
COc1ccc2cc(C(=O)COC(=O)COc3ccc4c(C)cc(=O)oc4c3)ccc2c1	6	1	-0.5	1.3	-3	0.7	0	-3	0	102

High-throughput results: PubChem, several laboratories
